Source: PubChem BioAssay
IEC-6 tox: counter-screen for KLF5 inhibitors: cytotoxicity in IEC-6 cells; IEC-6 cytotoxicity, luminescence viability; inhibition, % at 5 µM; 0.78% of 290,000 active; in the data active means inhibition above about 22%;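 further: 0% = plate median of test compound wells and 100% = cytotoxic reference compound wells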
AI-2 QS mod: modulates the Vibrio harveyi AI-2 quorum sensing system; Vibrio harveyi JMH597 AI-2 luminescence/OD600 ratio, 9 h; hits give low values; strain lacks LuxN and CqsS sensors; 0 = neutral-control median; activity change, % at 7.5 µM; 0.4% of 300,000 active; AID 2094; in the data active means activity change below about -75%, passing the limit was not always enough;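 further: luminescence divided by OD600 gain over 9 h not by final OD600 alone; inactives centre near 13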
HSF1 inhib: HSF1 inhibition; NIH3T3-HGL HSE-luciferase, MG132-induced, luminescence 8 h; hits give low values; activity change, negative = inhibition, % at 7.5 µM (by protocol); 0.77% of 300,000 active; AID 2098;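 active means more than half of replicate wells show activity change below -50%, luminescence cut by over half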;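 further: luciferase reports HSF-1 transcriptional activity via heat shock element; 0% = median of DMSO wells and -100% = zero luminescence signal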
HSP90 refold inh: HSP90 refolding inhibition in rabbit reticulocyte lysate; luciferase refolding luminescence, 3 h; inhibition, % at 5.6 µM; 0.91% of 290,000 active;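 active means inhibition above the screen-wide mean plus 3 SD, computed separately per campaign, cut at about 16% in these data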;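 further: 0% = DMSO wells and 100% = 60 µM geldanamycin wells; inhibitors lower the luminescence because luciferase stays unfolded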
KLF5 inhibitor: suppresses KLF5 promoter-driven expression. 0.23% of 290,000 active. DLD-1 KLF5 promoter-luciferase reporter, luminescence. inhibition, % at 5 µM;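 active means inhibition above a per-plate limit of that plate's mean compound inhibition plus 3 SD, cut at about 60% in these data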;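 further: 0% = DMSO wells and 100% = LY294002 at 200 µM; higher means less KLF5 promoter-driven luciferase light; inactives centre near -14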
aSyn UTR inh: MLPCN primary screen, SNCA 5' untranslated region; alpha-synuclein 5'UTR reporter, inhibitor activity; inhibition, % (tested at 7.5 µM); 0.82% of 300,000 active; in the data active means inhibition above about 60%;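 further: H4 neuroglioblastoma cells stably carrying SNCA 5'UTR luciferase fusion; 0% = DMSO wells and 100% = positive control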
HSF1 activator: increases HSF-1 driven luciferase reporter signal; activation, % at 9 µM; NIH3T3-HGL HSF-1 luciferase reporter, MG132, 8 h; 100% = twice DMSO control signal; 1.7% of 300,000 active;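 active means mean replicate activation of at least 50% with a set share of replicates each reaching 50%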;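 further: 0% = median of the neutral control wells and 100% = twice that signal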
GSK3B inh: blocks human GSK3beta kinase activity; GST-GSK3beta kinase, ADP-Glo luminescence, 60 min; hits give low values; 0.038% of 300,000 active; activity score (negative = inhibition), % at 10 µM; AID 2097;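 active means more than half of replicate wells score below -50%, meaning over 50% inhibition versus plate controls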;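 further: 0% = median DMSO wells and -100% = median GW8510 positive control wells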
Target sequence (P49841 whole entry, looked up): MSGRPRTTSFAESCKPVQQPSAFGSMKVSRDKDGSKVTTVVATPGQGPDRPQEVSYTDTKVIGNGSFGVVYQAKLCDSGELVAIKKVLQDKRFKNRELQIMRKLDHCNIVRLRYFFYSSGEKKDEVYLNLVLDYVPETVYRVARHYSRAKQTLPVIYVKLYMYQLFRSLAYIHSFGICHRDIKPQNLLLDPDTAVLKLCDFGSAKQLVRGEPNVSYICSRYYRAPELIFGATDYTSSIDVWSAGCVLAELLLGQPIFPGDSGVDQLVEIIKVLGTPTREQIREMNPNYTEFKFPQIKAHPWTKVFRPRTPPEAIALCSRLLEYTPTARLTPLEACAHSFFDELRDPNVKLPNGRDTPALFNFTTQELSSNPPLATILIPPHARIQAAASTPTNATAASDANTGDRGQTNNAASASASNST
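Test system – GST-tagged human GSK3beta kinase, cell-free · Incubation – 60 min enzyme reaction, room temperature · Signal – ADP-Glo luminescence · Also added – peptide substrate and ATP at 25 µM · Controls – DMSO neutral wells and GW8510 at 20 µM as positive · Buffer or medium – Tris/MgCl2 kinase buffer · Measure – Luminescence-derived activity versus plate DMSO and GW8510 wells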
GSK3 alpha inh: inhibitors of human GSK-3 alpha kinase; P49840; ADP-Glo luminescence, 60 min; inhibition, % at 10 µM; 0.1% of 320,000 active; AID 2650;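 in the data active means inhibition above about 50%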;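 further: GST-tagged GSK-3 alpha with peptide substrate and 25 µM ATP; 0% = DMSO neutral wells and 100% = GW8510 positive control wells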
Target sequence (P49840 whole entry, looked up): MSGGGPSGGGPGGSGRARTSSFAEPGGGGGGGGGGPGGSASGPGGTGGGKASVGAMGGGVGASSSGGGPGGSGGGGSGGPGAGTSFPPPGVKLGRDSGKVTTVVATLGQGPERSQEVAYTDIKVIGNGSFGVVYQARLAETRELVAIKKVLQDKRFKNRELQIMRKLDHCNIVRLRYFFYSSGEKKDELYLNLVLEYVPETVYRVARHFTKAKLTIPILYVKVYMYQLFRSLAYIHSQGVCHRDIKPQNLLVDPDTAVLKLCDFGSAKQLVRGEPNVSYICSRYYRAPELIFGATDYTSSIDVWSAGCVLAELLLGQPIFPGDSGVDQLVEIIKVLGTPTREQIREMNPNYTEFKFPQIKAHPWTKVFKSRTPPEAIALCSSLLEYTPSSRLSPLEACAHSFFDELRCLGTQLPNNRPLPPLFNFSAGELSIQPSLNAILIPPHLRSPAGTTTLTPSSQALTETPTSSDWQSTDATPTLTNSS
HIF act: HIF pathway transcriptional activation | activation, % at 7.5 µM (by protocol) | AID 1910 | 0.32% of 300,000 active | U2OS HRE-luciferase reporter, luminescence; normalized: DMSO 0%, desferrioxamine 100%;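 active means mean activation of at least 10% of the iron chelator positive control signal, with at least half of replicates also reaching 10%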
* = called active by the depositor; . = no result given. This is a random part of the collection, and some 4.7% of all compounds hit somewhere here.

Under each structure: KLF5 inhibitor	HSP90 refold inh	aSyn UTR inh	HSF1 inhib	IEC-6 tox	HIF act	AI-2 QS mod	GSK3 alpha inh	HSF1 activator	GSK3B inh
1	Cc1ccc(-c2nc(CS(=O)CC(=O)NCCCN3CCN(Cc4ccccc4)CC3)c(C)o2)cc1 (centres undefined)
    -14	-3	40	3	8	0.3	2	0	-4	2
2	CCOc1ccccc1CN1CCN(Cc2c[nH]c3ccccc23)CC1CCO (centres undefined)
    -7	-3	6	-6	-3	0.0	7	-2	-22	-5
3	COC(=O)c1cc(Br)c(=O)n(-c2ccccc2F)c1
    -17	0	14	6	-6	2.1	18	-1	-10	8
4	FC(F)(F)c1cccc(CN2CCCCCC2)c1
    16	-1	-1	-11	5	0.8	9	-3	-2	2
5	COc1ccc(CCNC(=O)COc2ccc(C)nc2[N+](=O)[O-])cc1OC
    -8	2	0	5	9	-0.2	28	1	27	0
6	CCCCn1c(N)c(N(CCOC)C(=O)C2CC(=O)N(Cc3ccc(C)cc3)C2)c(=O)[nH]c1=O (centres undefined)
    .	.	4	4	.	1.2	12	-2	-5	-1
7	C=CC(=O)Oc1ccc(N2Cc3ccccc3C2=O)cc1
    .	.	-114	63	.	2.5	-1	1	70*	4
8	Cc1cc(C)n2nc(SCc3nnc(SCc4ccccc4Cl)s3)nc2n1
    -1	-2	31	-9	-4	.	16	2	-13	-1
9	O=C(Cc1ccc(Cl)cc1)Nc1cccc2ncccc12
    -3	0	21	-1	-2	1.0	21	1	17	2
10	COC(=O)C1=C(C)NC(=O)/C1=C\c1cc(C)n(-c2ccccc2F)c1C
    -21	2	-14	-5	-5	-0.3	18	3	1	-4
11	Cc1cc(C)c(NC(=O)CN2CCOCCOCCOCCOCC2)c(C)c1
    -10	0	11	0	-2	0.0	13	2	20	1
12	CCCCC(=O)NC(=S)Nc1c(C)cc(Br)cc1C
    -16	-3	-1	8	3	0.0	16	-1	-4	-1
13	O=C(Nc1ccccc1F)Nc1ccccc1Br
    -27	1	-106	19	9	1.8	15	.	32	0
14	COc1ccc(C(=O)N2C(=O)c3ccc(N)cc3C2=O)cc1
    -21	0	-32	26	-1	1.3	17	-1	11	1
15	CCCn1nnnc1NC(=O)COc1ccc(CC)cc1
    -29	0	-26	-7	-1	0.0	28	-7	7	2
16	O=C(O)c1cccc(N2C(=O)c3cccc4c(Cl)ccc(c34)C2=O)c1
    -8	-2	-23	1	2	-1.1	12	-1	-14	1
17	COc1cccc(/C=N/Nc2snc(SC)c2C#N)c1
    17	-4	.	.	44*	.	.	3	.	.
18	COc1ccc(C(=O)COC(=O)CNC(=O)c2ccc(Cl)cc2Cl)c(OC)c1
    .	.	8	2	.	0.1	35	2	-8	6
19	CCc1ccc(-c2nn[nH]n2)cc1
    4	-1	0	-8	4	.	30	-5	5	4
20	O=C(Nc1cccc2ccccc12)N1CCN(c2ncccn2)CC1
    3	1	4	-4	7	0.2	22	0	13	1
21	O=C(c1ccccc1)N1CCN(S(=O)(=O)N2CCOCC2)CC1
    -13	-1	3	.	3	0.0	22	-1	.	2
22	Cc1ccccc1OC(C)C(=O)NCCCN1CCOCC1 (centres undefined)
    -14	-1	2	-3	-7	-0.2	9	-2	-10	2
23	COc1ccc(Nc2nc(-c3cccc(OC)c3O)nc3ccccc23)cc1
    -58	0	-37	10	7	1.0	14	-2	17	5
24	CN1CCN(C(=O)CCN2C(=O)c3ccccc3C2=O)CC1
    -50	-2	6	-4	-2	-0.6	18	1	6	5
25	Cc1cc(Nc2ccc(N3CCC(C)CC3)cc2)n2ncnc2n1
    10	-5	0	4	-7	0.1	-1	-2	0	1
26	CCOC(=O)c1c(NC(=O)OC)sc2c1CCC2
    -30	-4	24	3	0	0.5	3	-2	3	-3
27	COc1ccc2c(O)c(-c3c(C)cc(C)cc3C)c(=O)[nH]c2c1
    .	.	-9	-2	.	-0.8	11	-1	15	-1
28	CCC(C)Nc1nc(-c2c[nH]c3ccccc23)cs1 (centres undefined)
    3	2	-38	0	1	1.3	13	1	9	2
29	CC1CCC2(CC1)NC(=O)N(CC(=O)NCc1ccc3c(c1)OCO3)C2=O (centres undefined)
    19	2	5	3	0	-0.3	7	0	-10	-2
30	COc1ccc(NC(=O)C2CCN(C(=O)[C@@H]3Cc4ccccc4CN3C(=O)OC(C)(C)C)CC2)cc1
    -19	-6	-26	-2	-1	0.3	7	-1	26	-2
31	Cc1c(C(=O)N2CCN(CCc3ccccc3)CC2)oc2ccccc12
    -3	0	-5	-12	-1	0.0	12	-4	2	6
32	Cn1ncc(Cl)c(Oc2ccc(C(C)(C)C)cc2)c1=O
    -28	-1	-28	-8	6	-0.8	25	0	-12	2
33	CCN(CC)c1ccc(Nc2nc(Cl)ncc2Br)cc1
    5	-3	-1	-11	4	-1.1	17	1	-12	0
34	COCC(=O)Nc1cc(C)c2c(=O)oc3ccccc3c2n1
    -23	11	-48	1	2	0.2	12	4	4	0
35	CCC(=O)N1CCc2cc(Br)cc(S(=O)(=O)NCCN3CCCC3)c21
    -41	3	-6	5	4	0.9	15	-2	-22	0
36	O=C(/C=C/c1ccccn1)c1ccc(Br)cc1O
    3	-5	.	.	-4	.	.	1	.	.
37	COc1cc([N+](=O)[O-])c(N2CCOCC2)c([N+](=O)[O-])c1OC
    17	-2	-7	-7	0	-0.2	16	1	-2	1
38	COCCNC(=S)NN(c1ccccc1)c1ccccc1
    -6	0	-21	-3	-11	0.1	40	-1	12	-4
39	O=c1cc2c(=O)oc3cc(O)c(O)oc3c2c(O)c1O
    -15	-1	21	-17	-20	-0.5	22	.	-7	2
40	CCCOc1ccc(NC(=O)CC2C(=O)N(CC)C(=S)N2Cc2cccs2)cc1 (centres undefined)
    2	7	6	12	1	-0.1	6	-2	45	-24
41	CCOC(=O)C1=C(C)N(CCCC(=O)O)C(=O)NC1c1cccs1 (centres undefined)
    .	.	23	-34	.	0.0	14	-1	-48	-1
42	Cc1ccc(C)c(CN2C(=O)CSc3ccc(C(=O)N4CCCC4)cc32)c1
    -11	2	3	12	-2	-0.1	5	0	19	-1
43	Cc1nnc(SCC(=O)Nc2nc(-c3ccc(F)cc3)cs2)[nH]c1=O
    -48	3	1	11	4	-1.4	22	0	1	2
44	Cc1ccc(N(CCC#N)C(=O)COC(=O)c2ccccc2SCC(=O)N2CCCC2)cc1
    .	.	11	-2	.	0.2	2	-1	7	0
45	CC1CCCN(c2nc3nonc3nc2Nc2ccccc2F)C1 (centres undefined)
    -8	-1	-3	1	2	-0.2	22	0	14	3
46	Cc1cc(C(F)(F)F)c2c(C)nn(CCc3nn[nH]n3)c2n1
    -13	-6	2	15	0	0.0	0	-1	25	-1
47	COc1ccc(C(c2c(O)nc(SC)n(C)c2=O)c2c(O)nc(SC)n(C)c2=O)cc1O
    -18	-1	-6	-5	2	-0.4	-89*	-1	-3	1
48	COc1ccc(NC(=O)Cc2c(C)n(C(=O)c3ccc(Cl)cc3)c3ccc(OC)cc23)cc1
    -14	-1	-27	-1	1	0.5	6	-3	-8	-3
49	O=C(CSc1nc2ncccc2[nH]1)NCc1ccco1
    4	-1	-4	4	-9	0.6	3	2	7	1
50	Cc1cccnc1NC(=O)Cn1c(=O)oc2ccccc21
    -33	-1	15	-7	1	-0.1	1	-2	22	1
51	CCOc1ccc2nc(N3CCCC(C(=O)NC4CCCC4)C3)sc2c1 (centres undefined)
    -100	-1	-70	24	2	2.9	39	-8	18	0
52	O=C(N[C@H](Cc1cc(=O)[nH]c2ccccc12)C(=O)O)c1ccc(Cl)cc1
    -24	4	-9	-8	2	-0.1	13	-4	-15	0
53	CC(C)c1cc(C(=O)OCC(=O)N2CCN(C(=O)c3ccco3)CC2)c(O)c(C(C)C)c1
    7	6	8	13	7	-1.0	-1	-4	26	-3
54	NS(=O)(=O)c1ccc(CCNC(=O)C(=O)Nc2cc3c4c(c2)CC(=O)N4CCC3)cc1
    .	.	36	2	.	0.1	1	2	-13	-1
55	COc1ccc(-n2nc(C(=O)NCC(=O)N3CCCC3)c3ccccc3c2=O)cc1
    -31	-1	-15	0	-2	0.3	18	2	1	0
56	Cc1ccc(S(=O)(=O)Nc2ccc(C(OC(=O)c3ccccc3[N+](=O)[O-])(C(F)(F)F)C(F)(F)F)cc2)cc1
    -21	-2	2	6	0	-0.1	40	2	11	0
57	C=C(C)COc1ccc(-c2ncncc2-c2ccc(Br)cc2)c(O)c1
    6	-2	-3	1	-8	-1.0	25	-4	-2	1
58	Cc1onc(-c2ccccc2)c1C(=O)NCC(O)c1ccccc1 (centres undefined)
    -5	-2	-2	-5	-6	0.1	6	8	16	0
59	COc1ccc(NC(=O)c2ccccc2F)cc1Cl
    -120	3	-156	21	2	1.9	-38	-4	29	-11
60	O=C1c2ccccc2CN1C(CO)c1ccccc1 (centres undefined)
    -50	-5	-13	0	2	-0.3	-7	1	0	1

More records follow.
Under each structure: KLF5 inhibitor	HSP90 refold inh	aSyn UTR inh	HSF1 inhib	IEC-6 tox	HIF act	AI-2 QS mod	GSK3 alpha inh	HSF1 activator	GSK3B inh
61	CC(C)(O)c1ccc2c(c1)CCC1C(C)(C(=O)O)CCCC21C (centres undefined)
    .	.	-16	17	.	0.0	11	-2	31	0
62	CN1CCN(CC(=O)Nc2sc3c(c2C(=O)Nc2ccccc2)CCCC3)CC1
    -62	-1	-17	3	-1	0.2	17	0	-2	0
63	CCc1c(OC(C)=O)c2ccccc2n(C)c1=O
    15	-3	-8	-4	1	-0.2	27	-3	39	7
64	Cc1cccc(C)c1NC(=S)NCCCN1CCCC1=O
    0	-6	21	-4	-1	-0.3	18	-1	0	-3
65	Cc1cccc2c(C(=O)O)cc(-c3cccnc3)nc12
    -19	-1	6	7	0	0.1	13	-2	-5	1
66	CCCCC(=O)Nc1cc(OCC)c(NC(=S)NC)cc1OCC
    -25	1	8	8	2	-0.3	7	0	6	0
67	COc1ccc(CC(C(=O)Nc2cccc(F)c2)c2nn[nH]n2)c(OC)c1 (centres undefined)
    -8	3	-16	-16	-6	0.8	12	-1	5	3
68	CC(C)CN(C(=O)c1nn(C)c(=O)c2ccccc12)c1nc2ccccc2s1
    -10	11	-13	6	-1	-0.1	27	0	-3	-1
69	O=C(NC1CC2CCC(C1)N2C(=O)NCc1ccccc1)NC12CC3CC(CC(C3)C1)C2 (centres undefined)
    -6	2	15	4	8	-0.6	20	-1	-13	0
70	COc1ccc(/C=C2\N=C(C)OC2=O)cc1[N+](=O)[O-]
    -28	3	-2	-9	-4	-0.2	5	0	-15	0
71	COC(=O)c1ccc(C2c3[nH]c4ccccc4c3C[C@H]3C(=O)N(C4CCN(Cc5ccccc5)CC4)CC(=O)N23)cc1 (some centres undefined)
    -16	3	13	8	0	0.5	10	-1	13	-1
72	O=C(Nc1ccc(F)cc1)C1CCN(C(=O)NCc2ccccc2)CC1
    1	-5	5	-1	4	-0.3	12	-1	-5	2
73	CC(OC(=O)Cc1c(F)cccc1Cl)C(=O)NC1(C#N)CCCCC1 (centres undefined)
    .	.	6	-2	.	-2.0	16	-1	-3	2
74	Cc1ccc(C(=O)Nc2nnc(-c3cccs3)s2)cc1C
    -29	-3	-218	20	1	2.2	18	-3	47	-1
